Screening data deposited in PubChem by National Center for Advancing Translational Sciences (NCATS).
AmpC detergent = blocks E. coli AmpC beta-lactamase in detergent assay; AmpC hydrolysis of nitrocefin, absorbance 480 nm, 0.01% Triton; Potency, µM (doses to about 114 µM), for the others: at the highest dose activity change, negative = inhibition, usual class: inhibitors; hit rate 0.041% among 370,000; AID 485294;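 note: potency is the fitted concentration of half-maximal effect; 0% = no-compound wells and -100% = no-enzyme wells; nearly all actives have a fitted effect of over 25% in size; some results filed as inactive show a strong effect at the top dose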
Target sequence (P00811 whole entry, looked up): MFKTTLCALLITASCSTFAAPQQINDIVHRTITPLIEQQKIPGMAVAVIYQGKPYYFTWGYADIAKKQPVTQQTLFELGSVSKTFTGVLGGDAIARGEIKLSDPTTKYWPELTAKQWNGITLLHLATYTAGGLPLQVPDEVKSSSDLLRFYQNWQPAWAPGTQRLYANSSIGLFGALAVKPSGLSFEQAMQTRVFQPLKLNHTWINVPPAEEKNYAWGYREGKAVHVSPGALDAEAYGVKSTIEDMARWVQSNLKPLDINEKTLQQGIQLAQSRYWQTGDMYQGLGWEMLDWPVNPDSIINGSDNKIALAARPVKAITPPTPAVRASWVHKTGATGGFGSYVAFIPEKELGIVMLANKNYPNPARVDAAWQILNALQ
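20 mM phosphate pH 7.0 + 0.01% (detergent screen) or 0.0001% Triton X-100; 5.3 nM AmpC reagent; cpd preinc 15 min RT; nitrocefin (800 uM stock) to start; A480 q20 s × 4 min; Activity was normalised to no-enzyme and no-compound control wells.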
AmpC no deterg = inhibitors of E. coli AmpC beta-lactamase without detergent | AmpC nitrocefin hydrolysis, absorbance 480 nm, 0.0001% Triton | Potency, µM (series often up to 57.1 µM), for the others: at the top dose activity change, negative = inhibition, actives largely listed as inhibitors | hit rate 0.52% among 330,000 | AID 485341;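 note: potency is the fitted concentration of half-maximal effect; plate controls were no compound for no effect and no enzyme for full effect; nearly all actives have a fitted effect of over 20% in size; some results filed as inactive show a strong effect at the top dose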
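20 mM phosphate pH 7.0 + 0.01% (detergent screen) or 0.0001% Triton X-100; 5.3 nM AmpC reagent; cpd preinc 15 min RT; nitrocefin (800 uM stock) to start; A480 q20 s × 4 min; Activity was normalised to no-enzyme and no-compound control wells.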
AMA1-RON2 inh = inhibitors of Plasmodium falciparum AMA1-RON2 interaction. AlphaScreen AMA1-biotinylated RON2 peptide binding. Potency, µM (highest dose often 58.2 µM), for the others: at the top dose activity change, negative = inhibition, actives largely listed as inhibitors. hit rate 0.2% among 360,000;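 note: potency is the fitted concentration of half-maximal effect; 0% = vehicle wells and -100% = peptide control; nearly all actives have a fitted effect of over 45% in size; some results filed as inactive show a strong effect at the top dose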
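AMA1 (3D7) with his tag at 25 nM final met compounds first, then biotinylated RON2 peptide at 25 nM; detection used donor plus acceptor beads, 10 µg/mL apiece, read by AlphaScreen after 30 min at room temperature.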
Sm TGR block = blocks Schistosoma mansoni thioredoxin glutathione reductase; Q962Y6; purified TGR, DTNB reduction, TNB absorbance 405 nm; Potency, µM (highest dose often 114 µM), without a hit: top-dose activity change, negative = inhibition, most hits filed as inhibitors; hit rate 3% among 360,000; note: potency is the fitted concentration of half-maximal effect; nearly all actives have a fitted effect of over 60% in size
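Kinetic colorimetric format: TGR-catalysed, NADPH-driven DTNB reduction monitored via TNB absorbance. Enzyme dispensed at 20 nM; compound exposure 15 min at room temperature before reaction start.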
FBPA Giardia inh = blocks Giardia fructose-bisphosphate aldolase activity; A8B2U2; hit rate 0.71% among 290,000; purified Giardia FBPA; Potency, µM (titrated, usually from 59.6 µM), for inactives: top-dose activity, negative = inhibition, usual class: inhibitors; note: potency is the fitted concentration of half-maximal effect; nearly all actives have a fitted effect of over 55% in size
Target sequence (A8B2U2 whole entry, looked up): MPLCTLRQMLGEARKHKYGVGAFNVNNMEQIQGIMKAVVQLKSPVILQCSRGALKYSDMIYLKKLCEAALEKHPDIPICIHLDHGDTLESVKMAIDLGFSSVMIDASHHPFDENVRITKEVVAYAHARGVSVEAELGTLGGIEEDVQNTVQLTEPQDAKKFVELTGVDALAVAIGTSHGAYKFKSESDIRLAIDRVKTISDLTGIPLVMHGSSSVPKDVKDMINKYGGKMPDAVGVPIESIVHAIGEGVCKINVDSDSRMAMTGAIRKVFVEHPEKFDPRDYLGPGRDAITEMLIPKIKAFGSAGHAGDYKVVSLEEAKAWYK
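40 nM FBPA preincubated 10 min at RT with compound (up to 57.5 uM final), then substrate plus GAPDH/TPI/NAD/arsenate coupling and diaphorase/resazurin added. Fluorescence read after 20 min at RT, 525/598 nm.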
HCMV inh = inhibitors of human cytomegalovirus; HFF cells, HCMV-luciferase reporter, 72 h; hits give low values; activity change, negative = inhibition, % at 57.5 µM; hit rate 4.5% among 410,000; in the data active = activity change below about -60%; inconclusive = no clear call, values can overlap the other calls; inactive = above about -39%
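Two-dose cell screen: HFF monolayers treated with compounds and infected with luciferase-expressing HCMV at 1 PFU/cell, 72 h at 37C, then lysed for luciferase measurement.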
Active calls of the source: *; ? = inconclusive; nt = no result given; [ ] = another dose, or the depositor's remark. Unless noted, calls come from the whole dose curve; as a rule, active = well fitted curve in the direction sought with a large enough effect; inconclusive = small, poorly fitted or top-dose-only effect, or another doubt; inactive = no such curve, though single readings can be large; an effect the other way counts as inactive or inconclusive. Unless noted, % is set by controls: 0 for no effect and ±100 for the full control effect.

1) Cc1cccc(Cn2c(COc3ccc(Cl)cc3)nc3ccccc32)c1
2) CCOCC(=O)Nc1cc(C(=O)Nc2ccccc2)ccc1Cl
3) Cc1cc(-c2n[nH]c(=S)n2/N=C/C(Br)=C/c2ccccc2)n[nH]1
4) CCCCN(CC)c1ncnc2c1sc1nc(N3CCOCC3)c3c(c12)CCCC3
5) C(=N\Nc1nc2ccccc2[nH]1)/c1ccc2c(c1)OCO2
6) CCn1c2ccccc2c2cc(NC(=O)CN(C)CC(=O)Nc3ccc(N4CCOCC4)cc3)ccc21
7) Cn1c(=O)c2c(nc(N/N=C/c3cccs3)n2C)n(C)c1=O
8) Cc1csc(SCC(=O)c2ccc(S(=O)(=O)N3CCOCC3)cc2)n1

Compound,1,2,3,4,5,6,7,8
AmpC detergent,0%,?,?,2%,?,-5%,6%,-16%
AmpC no deterg,nt,-31%,-38%,nt,-24%,138%[activator],-11%,30%
AMA1-RON2 inh,nt,32%[activator],63%[activator],nt,1%,?,63%[activator],6%
Sm TGR block,-2%,8%,?,-11%,4%,0%,-28%,-28%
FBPA Giardia inh,nt,2%,-1%,nt,-1%,0%,?,-11%
HCMV inh,-10,10,-95*,17,-10,?,-16,18

The last three records of the part above lead into the next.
6) CCn1c2ccccc2c2cc(NC(=O)CN(C)CC(=O)Nc3ccc(N4CCOCC4)cc3)ccc21
7) Cn1c(=O)c2c(nc(N/N=C/c3cccs3)n2C)n(C)c1=O
8) Cc1csc(SCC(=O)c2ccc(S(=O)(=O)N3CCOCC3)cc2)n1
9) CC1(C)O[C@@H](CC(=O)O)[C@]23CO[C@H](C(=O)[C@]4(C)C2CC[C@@]2(C)[C@H](c5ccoc5)OC(=O)C5O[C@]524)[C@@H]13 (some centres undefined)
10) CCc1nc2ccccc2c(C(=O)OCC(=O)NCCCN2CCCC2=O)c1C
11) Cc1ccc(CSc2nc3c(c(=O)[nH]2)C(c2ccncc2)C2=C(CCCC2=O)N3)cc1 (centres undefined)
12) O=C(c1ccccc1Cl)N1CCCC(c2nc3c(nnn3Cc3ccc(F)cc3F)c(=O)[nH]2)C1 (centres undefined)
13) CN(C)C(=S)SCC(=O)Nc1cccc(C(F)(F)F)c1
14) O=C(NCC(c1ccc(F)cc1)N1CCOCC1)c1ccc(OCc2ccccc2)cc1 (centres undefined)
15) Cc1nc(-c2ccccc2)sc1C(=O)/C=C/N(C)C
16) Cc1cc(C)c(S(=O)(=O)c2ccccc2)c(OC(=O)c2ccc(Cl)cc2Cl)n1

Compound,6,7,8,9,10,11,12,13,14,15,16
AmpC detergent,-5%,6%,-16%,nt,-6%,?,3%,-4%,nt,-5%,-9%
AmpC no deterg,138%[activator],-11%,30%,-7%,0%,-2%,nt,-17%,302%[activator],-17%[2.29 µM],-5%
AMA1-RON2 inh,?,63%[activator],6%,-4%,-11%,-7%,nt,-1%,-10%,-1%,-1%
Sm TGR block,0%,-28%,-28%,nt,-10%,-9%,-3%,-3%,nt,-15%,23%
FBPA Giardia inh,0%,?,-11%,nt,-1%,1%,nt,-13%,nt,5%,8%
HCMV inh,?,-16,18,?,22,-1,6,-32,19,-26,nt

17) COc1cc([N+](=O)[O-])ccc1Nc1nc(C)cc(C)n1
18) CC1CCN(CCCNC(=O)c2ccc(CS(=O)(=O)Cc3ccc(Cl)cc3)o2)CC1
19) CCOC(=O)COc1ccc(S(=O)(=O)N2CCN(c3ccc(F)cc3)CC2)cc1
20) C/C(CC(=O)Nc1ccccn1)=N\NC(=O)c1cnccn1
21) COc1cccc(/C=N/c2nc3ccccc3[nH]2)c1O
22) CCOc1ccc(NC(=S)NC(=O)C2CCCC2)cc1
23) COc1cc(Br)c(-c2sc(Nc3ccccc3)n[n+]2-c2ccc(F)cc2)cc1OC
24) CCCCC(CCC(=O)Nc1ccn(-c2ccccc2)n1)C(=O)O (centres undefined)

Compound,17,18,19,20,21,22,23,24
AmpC detergent,-1%,-4%,?,6%,1%,5%,?,9%
AmpC no deterg,-27%,-2%,16%,-8%,-12%,-26%,-22%,-22%
AMA1-RON2 inh,-21%,8%,-2%,113%[activator],31%[activator],25%,78%[activator],1%
Sm TGR block,8%,0%,-8%,16%,-18%,?,3%,-3%
FBPA Giardia inh,-1%,nt,-1%,?,-20%,nt,-22%,7%
HCMV inh,?,-29,27,7,24,-3,-19,0

25) COc1ccc(C2NC(c3ccc(OC)cc3)C(C)C(=O)C2C)cc1 (centres undefined)
26) COc1ccc(CNC(=O)Cn2c(=O)oc3ccccc32)cc1OC
27) Cc1cccc(C(=O)N2c3ccccc3C(=O)OC2c2ccc3c(c2)OCO3)c1 (centres undefined)
28) Cc1cccc(N(CC(=O)N2CCN(C)CC2)S(=O)(=O)c2ccccc2)c1
29) COc1cc(C2NC(=S)NC(C)=C2C(=O)OC(C)C)ccc1OC(C)C (centres undefined)
30) CCCCn1c(N)c(N(CCOC)C(=O)C2CCN(S(=O)(=O)c3ccc(F)cc3)CC2)c(=O)[nH]c1=O
31) Cc1ccc(NC(=S)N2CCCC(c3ccccc3)=N2)cc1
32) O=C(Cc1ccccc1)NNC1CC(=O)N(c2ccc(Oc3ccccc3)cc2)C1=O (centres undefined)

Compound,25,26,27,28,29,30,31,32
AmpC detergent,8%,2%,?,4%,-1%,?,-8%,6%
AmpC no deterg,2%,-9%,-36%,15%,-15%,-4%,-29%,34%
AMA1-RON2 inh,3%,-11%,3%,-1%,18%,10%,-4%,4%
Sm TGR block,-4%,-10%,-1%,-25%,-4%,-3%,9%,-19%
FBPA Giardia inh,-3%,-4%,-8%,3%,-3%,nt,4%,3%
HCMV inh,-27,-8,7,-8,-36,-36,-20,-3

Limited to AmpC detergent, HCMV inh and Sm TGR block (3 entries from above):
| cpd | Compound | AmpC detergent | HCMV inh | Sm TGR block |
| --- | --- | --- | --- | --- |
| 27 | Cc1cccc(C(=O)N2c3ccccc3C(=O)OC2c2ccc3c(c2)OCO3)c1 (centres undefined) | ? | 7 | -1% |
| 28 | Cc1cccc(N(CC(=O)N2CCN(C)CC2)S(=O)(=O)c2ccccc2)c1 | 4% | -8 | -25% |
| 29 | COc1cc(C2NC(=S)NC(C)=C2C(=O)OC(C)C)ccc1OC(C)C (centres undefined) | -1% | -36 | -4% |

The list continues:
33) CCN1CCCC1CNC(=O)c1ccc(Sc2ccc(F)cc2)c([N+](=O)[O-])c1 (centres undefined)
34) c1csc(CNc2nc(-c3cccs3)nc3ccccc23)c1
35) Cc1cc(C(=O)O)c(CSCc2cc(C(=O)O)oc2C)o1
36) CCc1ccc(NC(=O)c2ccc(CNS(=O)(=O)c3ccc4c(c3)C(C)(C)C(=O)N4C)cc2)cc1
37) Cc1ccc(S(=O)(=O)c2nc(-c3ccc(F)cc3)oc2SCC(=O)NCC2CCCO2)cc1 (centres undefined)
38) Cc1cc(C)c2c(=O)cc(C(F)F)oc2c1
39) COc1cc2c(cc1OC)CN(c1nc(CN3CCCCC3)nc3sc4c(c13)CCCC4)CC2
40) COc1ccc(CC(=O)Nc2sccc2C#N)cc1S(=O)(=O)N1CCOCC1

Compound,33,34,35,36,37,38,39,40
AmpC detergent,-3%,-7%,-7%,-2%,-8%,1%,7%,-15%
AmpC no deterg,21%,-40%,-19%,nt,-13%,-11%,381%[activator],-30%
AMA1-RON2 inh,11%,3%,5%,nt,3%,14%,-22%,2%
Sm TGR block,3%,0%,-27%,0%,-19%,-3%,-1%,-29%
FBPA Giardia inh,-2%,-2%,2%,nt,1%,8%,0%,nt
HCMV inh,-18,-61*,30,?,62,40,37,14

41) CCC1(c2ccc(F)cc2)NC(=O)N(CC(=O)NC2CCCCCC2)C1=O (centres undefined)
42) CCCOc1ccc(N2C(=O)CC(N(C(=O)c3ccco3)c3ccc(OCCC)cc3)C2=O)cc1 (centres undefined)
43) CCc1ccccc1Nc1nn2c(=O)c3ccc(C(=O)NCc4ccccn4)cc3nc2s1
44) O=C(NCc1cccnc1)c1nc(-c2ccc(C(F)(F)F)cc2)no1
45) COc1ccc(NC(=O)N(Cc2cccs2)Cc2cc3cc4c(cc3[nH]c2=O)OCO4)cc1
46) Cc1ncc([N+](=O)[O-])n1CC(=O)NC(C)(C)C
47) COc1ccc(CNC(=O)C(c2ccc(C)o2)N(Cc2cccs2)C(=O)Cc2cccs2)cc1 (centres undefined)
48) Cc1cccc(OCCC(=O)Nc2cc(S(=O)(=O)N3CCCCC3)ccc2N2CCOCC2)c1

Compound,41,42,43,44,45,46,47,48
AmpC detergent,nt,0%,?,-6%,1%,?,-1%,-1%
AmpC no deterg,-10%,-11%,77%[activator],7%,-32%,-2%,-25%,67%[activator]
AMA1-RON2 inh,22%,-8%,8%,-14%,nt,-24%,-1%,0%
Sm TGR block,nt,4%,-7%,2%,-3%,-9%,?,2%
FBPA Giardia inh,nt,-1%,11%,1%,-2%,6%,?,-7%
HCMV inh,19,-9,?,-61*,nt,-2,-15,19

49) COc1ccc(NC(=O)C2CCCN2C(=O)OC(C)(C)C)cc1 (centres undefined)
50) COc1ccccc1C(=O)N1CCN(c2cccc(C(F)(F)F)c2)CC1
51) CCOc1ccc2nc(N3CCCC(C(=O)NCCCOC)C3)sc2c1 (centres undefined)
52) Cc1ccc(-n2c(C)cc(C(=O)COc3cccnc3[N+](=O)[O-])c2C)cc1
53) Cc1cc(NS(=O)(=O)c2ccc(NC(=O)COc3ccc(Cl)cc3)cc2)no1
54) CCN(CC)C(=O)c1ccc(Cn2cc([N+](=O)[O-])cn2)o1
55) CCOc1ccccc1NC1=CC(=O)CC(c2ccccc2)C1 (centres undefined)
56) COc1ccccc1C(C(=O)NC1CCCC1)N(C(=O)c1csnn1)C1CC1 (centres undefined)

Compound,49,50,51,52,53,54,55,56
AmpC detergent,-10%,?,-1%,-15%,?,-3%,1%,-6%
AmpC no deterg,-22%,80%[activator],nt,-28%,-25%,-13%,-13%,-2%
AMA1-RON2 inh,8%,-15%,nt,-27%,3%,12%,2%,-6%
Sm TGR block,?,-30%,5%,-3%,-7%,0%,-1%,-10%
FBPA Giardia inh,0%,2%,nt,-10%,22%,-1%,8%,13%
HCMV inh,24,-26,72,-99*,-11,238,-25,-34

Compound profiles (already shown). Order of values: AmpC detergent | AmpC no deterg | AMA1-RON2 inh | Sm TGR block | FBPA Giardia inh | HCMV inh
Record of COc1ccccc1C(C(=O)NC1CCCC1)N(C(=O)c1csnn1)C1CC1 (centres undefined) → -6% | -2% | -6% | -10% | 13% | -34
Record of CCN(CC)C(=O)c1ccc(Cn2cc([N+](=O)[O-])cn2)o1 → -3% | -13% | 12% | 0% | -1% | 238

This is a random part of the collection; any-hit rate near 7.8%.
